TRPV1 agonist: activates the human vanilloid receptor TRPV1; Q8NER1; TRPV1-expressing cells, Fluo-8 calcium influx, agonist mode; activation, % at 8.33 µM; actives 0.19% (n = 320,000); AID 540275; in the data active means activation above about 80%; inconclusive means between about 30% and that limit; further: 0% is about no effect
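Fluo-8 calcium influx in TRPV1-expressing cells, kinetic read (ex 480/em 520 nm). Compound added and read 3 min for agonist activity, followed by capsaicin at EC20 final and 2 min further read for enhancement.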
Integrin act MD: activators of alpha7 integrin expression for muscular dystrophy | alpha7betagal myoblasts, beta-gal FDG fluorescence, 48 h | actives 0.064% (n = 350,000) | Potency, µM (highest dose often 38.3 µM), inactives show top-dose activation, usual class: activators;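 further: potency means the concentration at half of the fitted maximal effect; 100% = response of the positive control SU9516; nearly all actives have a fitted effect of over 60% in size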
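Alpha7betagal+/- myoblasts (passage 13) were plated 16-24 hr, then exposed to compounds (1:260 dilution of DMSO stock) for 48 hours at 37C. After MPER lysis, β-galactosidase reporter activity was read as FDG fluorescence (ex 480/em 540) after 30 minutes.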
MBNL1-CUG inh: blocks human MBNL1 binding to CUG repeat RNA; AID 2675; actives 0.036% (n = 280,000); TR-FRET MBNL1-His/biotin-(CUG)12 binding, 665/545 ratio; Potency, µM (top dose mostly 57.5 µM), inactives show top-dose activity change, negative = inhibition, actives largely listed as inhibitors; Q9NR56; active means well fitted inhibition curve with a large enough effect in the signal ratio, with a control signal flat, not every such curve was filed as active; inconclusive means small, poorly fitted or top-dose-only effect, or effect the other way, or a change in a side signal; inactive means no such curve, though single readings can be large or run the other way; the % refers to the signal ratio; further: potency means the concentration at half of the fitted maximal effect; on the % scale 0 is the no-effect control and ±100 the full control effect
Target sequence (Q9NR56 whole entry, looked up): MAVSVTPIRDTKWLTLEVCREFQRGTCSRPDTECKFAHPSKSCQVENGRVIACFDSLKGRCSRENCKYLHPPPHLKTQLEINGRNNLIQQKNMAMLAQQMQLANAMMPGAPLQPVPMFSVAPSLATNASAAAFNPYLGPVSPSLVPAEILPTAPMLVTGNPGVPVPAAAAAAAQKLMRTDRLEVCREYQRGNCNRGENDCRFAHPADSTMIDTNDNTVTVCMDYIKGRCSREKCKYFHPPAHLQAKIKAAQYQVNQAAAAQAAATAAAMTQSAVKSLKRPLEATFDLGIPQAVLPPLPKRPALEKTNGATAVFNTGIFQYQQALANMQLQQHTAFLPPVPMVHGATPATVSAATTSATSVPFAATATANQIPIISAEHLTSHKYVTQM
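MBNL1-His + Biotin-(CUG)12, cpd titration 92 nM–58 uM; Tb anti-His Ab 0.055 ng/ul, SA-XL665 5 nM (final); 60 min RT; ratiometric 665/545 nm, Ex 340 nm; normalized to buffer and full-complex controls.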
GALK inhibitor: inhibitors of human galactokinase; actives 0.007% (n = 270,000); Purified GALK, Kinase-Glo residual ATP luminescence; AID 1868; P51570; Potency, µM (series often up to 57.5 µM), without a hit: at the highest dose activity change, negative = inhibition, hits mostly inhibitors; further: potency means the concentration at half of the fitted maximal effect; on the % scale 0 is the no-effect control and ±100 the full control effect
Target sequence (P51570 whole entry, looked up): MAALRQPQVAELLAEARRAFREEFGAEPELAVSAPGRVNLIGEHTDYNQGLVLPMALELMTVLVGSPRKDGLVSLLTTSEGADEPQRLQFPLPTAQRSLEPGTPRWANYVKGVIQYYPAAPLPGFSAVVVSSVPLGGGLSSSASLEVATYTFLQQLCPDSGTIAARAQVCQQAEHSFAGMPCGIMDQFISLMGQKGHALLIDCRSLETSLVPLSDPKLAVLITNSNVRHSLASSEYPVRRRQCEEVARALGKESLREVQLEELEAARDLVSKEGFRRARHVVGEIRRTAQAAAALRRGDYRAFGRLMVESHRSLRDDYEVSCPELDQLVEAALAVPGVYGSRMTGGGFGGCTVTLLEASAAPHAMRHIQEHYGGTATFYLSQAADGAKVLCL
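GALK at 5 nM final was combined with compound, 35 uM ATP and 100 uM galactose in HEPES pH8.0 with MgCl2 and DTT. The reaction ran one hour at room temperature before luminescent ATP detection.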
S-ASM inh: blocks human secretory acid sphingomyelinase; P17405; placental ASM, HMU-PC fluorogenic substrate, 60 min; Potency, µM (series often up to 57.5 µM), for inactives: at the highest dose activity change, negative = inhibition, usual class: inhibitors; actives 0.006% (n = 340,000); further: potency means the concentration at half of the fitted maximal effect
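Human placenta-derived ASM preincubated with compound 10 min at room temperature, then reacted with 9 uM (final) fluorogenic HMU-PC substrate for 60 min at 37 C. Stop solution raises pH to 10; fluorescence read at Ex 386/Em 447 nm.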
A-T KAP1 phos: potential ataxia-telangiectasia treatments restoring KAP-1 phosphorylation. […] A-T fibroblasts, KAP-1 phosphorylation AlphaLISA; neocarzinostatin DNA damage 30 min before lysis. Potency, µM (series often up to 57.5 µM), without a hit: at the top dose activation, usual class: activators. actives 0.19% (n = 320,000). AID 485349; further: potency means the concentration at half of the fitted maximal effect; % of control where 0% means no effect; nearly all actives have a fitted effect of over 45% in size
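ATM-like activity read as KAP-1 phosphorylation via AlphaLISA donor/acceptor antibody pairs after lysis and 6 hr at 25C. Cells were ATM-null patient fibroblasts ([…], hTERT), dosed 60 min, then exposed to the DSB inducer NCS for 30 min.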
KCNH2 3.1 block: inhibitors of human KCNH2 3.1 potassium channel isoform. U2OS KCNH2 3.1, thallium flux FluxOr; active compounds read low. activity change, % (tested at about 1.8 µM). actives 0.95% (n = 340,000). AID 720553;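 active means maximum activity change below -70%; inconclusive means maximum activity change from -70% to -50%; inactive means maximum activity change above -50%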;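 further: thallium influx rate constant from kinetic fluorescence after stimulation buffer; on the % scale 0 is the no-effect control and ±100 the full control effect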
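U2OS cells transduced with KCNH2 3.1 mutant virus (1.77 x 10^8 /mL, 4 h), plated overnight at 37 C, loaded 45 min with FluxOr dye plus Red40 quencher. Thallium flux rate constant from kinetic reads after stimulation buffer, normalised to controls.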
KCNH2 WT inh: blocks the wildtype human KCNH2 potassium channel; Q12809; U2OS, BacMam KCNH2, thallium flux FluxOr; active compounds read low; activity change, % at 1.84 µM; actives 0.37% (n = 340,000); AID 720551;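 active means maximum activity change below -70%; inconclusive means maximum activity change between -70% and -50%; inactive means maximum activity change above -50%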; further: on the % scale 0 is the no-effect control and ±100 the full control effect
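U2OS cells were transduced with wild-type KCNH2 virus (2.03 x 10^8 / mL) for 4 h at room temperature, then cultured overnight at 37 C. Thallium flux was read with FluxOr dye. Rate constants were normalized to DMSO controls.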
CXXC DNA block: inhibitors of human MLL CXXC domain-DNA interaction; MLL-CXXC / FITC-HOXA9 DNA fluorescence polarization; Potency, µM (top dose mostly 115 µM), inactives show top-dose activity change, negative = inhibition, actives largely listed as inhibitors; actives 0.037% (n = 290,000); active means well fitted inhibition curve with a large enough effect in the polarisation, with a control signal flat, not every such curve was filed as active; inconclusive means small, poorly fitted or top-dose-only effect, or effect the other way, or a change in a side signal; inactive means no such curve, though single readings can be large or run the other way; the % refers to the polarisation; further: potency means the concentration at half of the fitted maximal effect
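Fluorescence polarization: 7 uM MLL-CXXC (stock) preincubated 5 min with compounds, then 50 nM fluorescein-HOX-A9 DNA (stock) added; 30 min ambient. Buffer 50 mM Tris-HCl pH 7.5, 50 mM NaCl, 1 mM DTT, 0.05% BSA.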
Coupling enz: counter-screen for Giardia aldolase inhibitors: coupling enzyme system; coupling enzyme system counterscreen, AmpLite Red fluorescence; activity change, negative = inhibition, % at 58.2 µM, hits read low; AID 2472; actives 0.67% (n = 290,000); in the data active means activity change below about -30%; further: on the % scale 0 is the no-effect control and ±100 the full control effect
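Final compound at 57.5 uM, incubated 10 min at RT with coupling enzyme reagent (glyceraldehyde-3-phosphate), then 20 min with substrate and AmpLite Red detection. Fluorescence read at 525/598 nm; tests interference with the coupling assay, not aldolase inhibition.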
* hit, by the source's call; ? = inconclusive; · = not tested or not shown; [ ] = another dose, or the depositor's remark. Unless noted, the call rests on the fitted dose curve; in most records, active means well fitted curve in the direction sought with a large enough effect; inconclusive means small, poorly fitted or top-dose-only effect, or another doubt; inactive means no such curve, though single readings can be large; an effect the other way counts as inactive or inconclusive. Rows were taken by chance; any-hit rate near 2%.

SMILES | TRPV1 agonist | Integrin act MD | MBNL1-CUG inh | GALK inhibitor | S-ASM inh | A-T KAP1 phos | KCNH2 3.1 block | KCNH2 WT inh | CXXC DNA block | Coupling enz
CCc1nc(CNC(=O)C2CCC(=O)N(CCc3cccc(F)c3)C2)no1 (stereo not given) | 0 | 21% | -3% | -3% | -3% | 9% | -3 | 1 | 7% | ·
O=C1c2ccccc2-c2cccc(C(=O)N3CCCCCC3)c21 | 15 | 8% | ? | 2% | 5% | 23% | 13 | -11 | -4% | 1
Cn1c(SCC(=O)O)nnc1-c1ccc2ncccc2c1 | -9 | · | 12% | 1% | · | -1% | · | · | 13% | 2
COc1ccc(Cl)cc1NC(=O)COC(=O)Cc1cc(OC)c(OC)c(OC)c1 | · | ? | · | · | -2% | 5% | -4 | 2 | · | ·
COc1ccc(NC(=O)CC2C(=O)Nc3ccccc3N2CC(=O)N2CCCC2)cc1 (stereo not given) | 1 | -24% | · | · | 43%[activator] | -9% | 21 | 1 | · | ·
CCc1ccc(C(=O)Nc2ccc3nc(C)ccc3c2)cc1 | -3 | -5% | 3% | -3% | -1% | 2% | -20 | -10 | -8% | -8
c1ccc(-n2nnnc2Oc2ccc(-n3ccnc3)cc2)cc1 | 3 | -22% | -4% | -1% | 4% | 6% | -13 | -6 | -6% | 1
CSc1nnc(CNC(=O)c2ccccc2)n1-c1cccc(C)c1 | 2 | 0% | -7% | 0% | 0% | -4% | 8 | -2 | 0% | -1
Cc1cccc(OCC(=O)Nc2cccc(-c3nnc(-c4ccccc4)o3)c2)c1C | 6 | -8% | 0% | -1% | 0% | -7% | -14 | 5 | 6% | -1
C(=N\Nc1ccccn1)/c1c[nH]c2ccccc12 | 0 | -38% | 15% | 0% | 1% | 5µM* | -5 | -2 | 1% | 0
CCCSc1nc2c(c(=O)[nH]c(=O)n2C)n1CCc1ccccc1 | 20 | 8% | 11% | 4% | 2% | 1% | 13 | 1 | 3% | -1
CC(=O)Nc1ccc(S(=O)(=O)Nc2nnc(C(C)C)s2)cc1 | 2 | 16% | -9% | -4% | 4% | -1% | -1 | -2 | 5% | 3
CCOC(=O)CC(C)(C)/C(C)=N/Nc1ccc([N+](=O)[O-])cc1[N+](=O)[O-] | 17 | -53%[inhibitor] | ? | · | -13% | -2% | -22 | -5 | 11% | 6
COc1ccc(Cn2c(-c3ccc(OC)cc3)nc3c(c(=O)c4ccccc4n3C)c2=O)cc1 | 19 | · | ? | 0% | · | -1% | · | · | 4% | 0
Cc1ccc(C)c(OCC(=O)N(C)CC(=O)Nc2ccc(Cl)c(C(F)(F)F)c2)c1 | 6 | ? | · | · | -1% | -4% | -3 | -11 | · | ·
COC(=O)c1c(C(=O)OC)c(-c2ccc(Br)cc2)n2c1CS(=O)C2 (stereo not given) | -5 | -2% | -15% | 0% | 1% | 27% | -1 | 6 | 2% | -1
Cc1nc(NC(=O)/C=C/c2ccccc2)sc1C(=O)Nc1ccccc1 | 1 | 0% | 132%[activator] | -1% | 67% | 7% | 8 | -7 | 6% | 1
CCCC(c1nnnn1C(C)(C)C)N1CCN(C(=O)c2ccco2)CC1 (stereo not given) | -4 | -7% | -12% | 4% | 3% | -4% | 10 | 8 | -8% | 1
O=C(CN1C(=O)NC(Cc2c[nH]c3ccccc23)C1=O)Nc1cccc(S(=O)(=O)N2CCCC2)c1 (stereo not given) | 2 | -7% | -15% | 0% | -1% | -1% | 1 | 0 | 19% | 2
O=C(O)c1ccc(Sc2nnc3ccccn23)c([N+](=O)[O-])c1 | -7 | -10% | ? | 1% | 4% | 6% | 2 | 3 | -9% | 10
CCC(=O)NC(=S)Nc1cccc(NC(=O)c2ccc(Cl)cc2Cl)c1 | -4 | -17% | 1% | -1% | ? | 7% | -17 | 7 | 0% | -4
CN(C)S(=O)(=O)c1cccc(NC(=O)CCc2nc3cc(S(=O)(=O)N4CCOCC4)ccc3n2C)c1 | 1 | 24% | · | · | · | -5% | 6 | 3 | · | ·
COc1cc(C(=O)NC(C)c2ccc(S(N)(=O)=O)cc2)ccc1OCC(=O)N1CCOCC1 (stereo not given) | -1 | 22% | -3% | -5% | 3% | 7% | 10 | 3 | 8% | ·
O=C(NCc1ccccc1)NCC12CC3CC(CC(C3)C1)C2 | ? | 27% | -1% | 10% | 0% | -2% | 6 | -2 | 0% | 1
Cc1ccc(C2CCN(C(=S)NC3CCCCC3)C2)cc1 (stereo not given) | 4 | -25% | -5% | -2% | -2% | 1% | 4 | -1 | 0% | 1
Cc1cccc(NC(=O)CC2SC(=O)N(c3ccccc3)C2=O)c1 (stereo not given) | 1 | 22% | -4% | -1% | 1% | -3% | 12 | -1 | 26% | 4
COC(=O)c1ccccc1NC(=O)c1cc2ccccc2o1 | 25 | 6% | -6% | -4% | -4% | 9% | 6 | -4 | -3% | -2
COc1ccccc1NC(=O)Nc1ccc2c(c1)nnn2C | 4 | 5% | 7% | 0% | -6% | -5% | -4 | 19 | 13% | -2
COc1cc(Cl)c(CN2CCCC(CO)(Cc3ccccc3)C2)cc1OC (stereo not given) | 4 | -10% | 3% | 0% | -1% | -4% | 11 | 14 | 0% | 2
Cc1ccc(N(CCC#N)C(=O)COC(=O)C2CCN(c3ccc(C(F)(F)F)cn3)CC2)cc1 | -6 | 6% | · | · | -1% | 3% | -10 | -2 | · | ·
O=C(N/N=C/c1cc([N+](=O)[O-])ccc1Cl)c1ccc2nc[nH]c2c1 | 1 | -12% | ? | 3% | -1% | -2% | 4 | 7 | 12% | 1
COc1ccc2sc(-c3ccc(SC)cc3)c(-c3ccc(O)cc3)c2c1 | · | -46%[inhibitor] | · | · | -6% | 1% | -9 | 8 | · | ·
COc1ccc(C(=O)COC(=O)CNC(=O)c2cccc(OC(F)F)c2)cc1 | 5 | 1% | 3% | 11% | 4% | 2% | -26 | · | 9% | -1
CC(=O)c1ccc([N+](=O)[O-])c(CS(=O)(=O)c2ccc(Cl)cc2)c1 | -3 | -14% | ? | 3% | -1% | ? | 15 | 5 | ? | -1
Cc1cccc(OCCN2CSC(=S)N(C)C2)c1 | 0 | -16% | 1% | 1% | -1% | 3% | 1 | -1 | 8% | -1
O=C(NNC1CC(=O)N(c2ccccc2)C1=O)c1ccccc1Cl (stereo not given) | -3 | 4% | · | 0% | 4% | -2% | -1 | -12 | -1% | 3
CN(C)c1ccc(NC(=O)CN2CCN(S(=O)(=O)c3cc(Cl)ccc3Cl)CC2)cc1 | 2 | 18% | 7% | -3% | 0% | -13% | -6 | 20 | 1% | 0
CNC(=O)c1nn(C)c(=O)[nH]c1=O | · | 7% | · | · | 4% | · | -4 | 1 | · | ·
O=C(NCCc1nnc2ccc(N3CCCCCC3)nn12)c1ccccc1 | 5 | 4% | 0% | -3% | 4% | -12% | 1 | -4 | 19% | ·
COc1cc2c(cc1OC)C(c1ccccc1Br)NC(=O)C2 (stereo not given) | 2 | -30% | -1% | 4% | 3% | -3% | 11 | -2 | 3% | 4
CCOC(=O)/C(C#N)=C\c1c(OCC)n(CC)c2ccccc12 | 23 | -16% | 26% | -1% | -12% | 4% | -7 | 1 | -2% | 0
Cc1cc(/C=C2/NC(=O)N(c3ccccc3)C2=O)c(C)n1-c1cccnc1 | -2 | 10% | ? | 1% | 76%[activator] | 7% | -8 | -1 | 32%[activator] | -2
CCOc1ccccc1NC(=O)COC(=O)c1cnc(C)cn1 | -1 | -9% | · | · | -1% | 2% | 8 | 12 | · | ·
CC1CCCC(NC(=O)CCNC(=O)c2ccc([N+](=O)[O-])cc2)C1C (stereo not given) | 6 | -12% | ? | -2% | 0% | -2% | -7 | -9 | -16% | ·
CCCCCC(=O)NNC(=O)Cc1ccc([N+](=O)[O-])cc1 | 3 | 8% | ? | 0% | 4% | 4% | 17 | -8 | 1% | 4
NS(=O)(=O)c1ccc(CNC(=S)NCc2ccc(Cl)cc2)cc1 | ? | -3% | -14% | 1% | 8% | 2% | 4 | 3 | 2% | 3
CC(=O)N1CCN=C1SCc1ccc(F)cc1 | -3 | -19% | 1% | 2% | 0% | -4% | 6 | 4 | 0% | 1
COCc1cc(N2CCN(c3ccccc3F)CC2)nc(-c2ccccc2)n1 | 21 | 3% | · | 0% | -8% | 3% | -29 | 0 | 20% | 2

Bioassay records as filed in PubChem.
